TRPC4 PAM: positive allosteric modulators of TRPC4, primary screen, cell-based, mouse TRPC4beta, HEK293 mu-opioid, Fluo-4 calcium; Short transient receptor potential channel 4 (Mus musculus), Q9QUQ5; DAMGO EC20, Fluo-4 Ca2+ flux; hits give high values; B-score at 10 µM; 310,000 compounds, 0.42% hits; AID 2227, 2009;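 active = B-score of calcium response area above 5 SD of library B-scores, with initial fluorescence ratio within 5 SD of library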;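 note: B-score of integrated fluorescence ratio over time as area under calcium response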
HDAC3 inhib: HDAC3 deacetylase inhibitors, primary screen, biochemical, fluorescence, cell-free homogeneous; Histone deacetylase 3 (Homo sapiens), O15379; recombinant HDAC3, fluorogenic peptide/trypsin coupled; inhibition, % at 8.3 µM; 320,000 compounds, 0.15% hits; in the data active = inhibition above about 26%, passing the limit was not always enough
KCNK9 inh: KCNK9 potassium channel inhibitors, primary screen, HEK293 cells, thallium flux; Potassium channel subfamily K member 9 (Homo sapiens), Q9NPC2; FluxOR thallium flux fluorescence; hits give low values; B-score at 10 µM; 310,000 compounds, 1.2% hits; AID 488922, 2010;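 active = ratio B-score over 3 SD below the library mean, with starting fluorescence within 5 SD of its mean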;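 note: negative B-score means less thallium flux so channel inhibition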
hERG rescue: hERG rescue from dofetilide block, primary screen, cell-based, CHO-hERG, FluxOR thallium flux, dofetilide IC70 | Voltage-gated inwardly rectifying potassium channel KCNH2 (Homo sapiens), Q12809 | dofetilide IC70 present | activation (rescue from dofetilide block), less the hit threshold, % at 10 µM | 310,000 compounds, 0.51% hits;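 active = activation above the mean of controls blocked by dofetilide plus 5 SD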;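 note: thallium influx through hERG after potassium depolarization seen as dye fluorescence rise; in these data hits start at about 4.7%; inactives centre near -7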
KCNK3 inh: human KCNK3 channel inhibitors, primary screen, CHO cells, FluxOR thallium flux, B-score. Potassium channel subfamily K member 3 (Homo sapiens), O14649. FluxOR fluorescence; hits give low values. B-score at 10 µM. 340,000 compounds, 0.84% hits. AID 602410, 2012;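 active = B-score under library mean minus 4 SD, starting fluorescence ratio at most library mean plus 5 SD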;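 note: more negative B-score means stronger inhibition of thallium flux through KCNK3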
ANO1 activ: TMEM16A chloride channel activators or potentiators, primary screen, cell-based, HTS | HEK293 TMEM16A/YFP-H148Q/I152L, iodide quench fluorescence; hits give low values | B-score at 10 µM | 340,000 compounds, 0.3% hits;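 active = fluorescence-ratio B-score plate-corrected deviation score at least 3 library SD below zero, with starting fluorescence score within 5 deviations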;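 note: channel opened by trigger with iodide after compound preincubation; score built on the fluorescence ratio of max minus min over baseline; more negative score means more quench and so TMEM16A activation or potentiation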
Target sequence (Q8BHY3 whole entry, looked up): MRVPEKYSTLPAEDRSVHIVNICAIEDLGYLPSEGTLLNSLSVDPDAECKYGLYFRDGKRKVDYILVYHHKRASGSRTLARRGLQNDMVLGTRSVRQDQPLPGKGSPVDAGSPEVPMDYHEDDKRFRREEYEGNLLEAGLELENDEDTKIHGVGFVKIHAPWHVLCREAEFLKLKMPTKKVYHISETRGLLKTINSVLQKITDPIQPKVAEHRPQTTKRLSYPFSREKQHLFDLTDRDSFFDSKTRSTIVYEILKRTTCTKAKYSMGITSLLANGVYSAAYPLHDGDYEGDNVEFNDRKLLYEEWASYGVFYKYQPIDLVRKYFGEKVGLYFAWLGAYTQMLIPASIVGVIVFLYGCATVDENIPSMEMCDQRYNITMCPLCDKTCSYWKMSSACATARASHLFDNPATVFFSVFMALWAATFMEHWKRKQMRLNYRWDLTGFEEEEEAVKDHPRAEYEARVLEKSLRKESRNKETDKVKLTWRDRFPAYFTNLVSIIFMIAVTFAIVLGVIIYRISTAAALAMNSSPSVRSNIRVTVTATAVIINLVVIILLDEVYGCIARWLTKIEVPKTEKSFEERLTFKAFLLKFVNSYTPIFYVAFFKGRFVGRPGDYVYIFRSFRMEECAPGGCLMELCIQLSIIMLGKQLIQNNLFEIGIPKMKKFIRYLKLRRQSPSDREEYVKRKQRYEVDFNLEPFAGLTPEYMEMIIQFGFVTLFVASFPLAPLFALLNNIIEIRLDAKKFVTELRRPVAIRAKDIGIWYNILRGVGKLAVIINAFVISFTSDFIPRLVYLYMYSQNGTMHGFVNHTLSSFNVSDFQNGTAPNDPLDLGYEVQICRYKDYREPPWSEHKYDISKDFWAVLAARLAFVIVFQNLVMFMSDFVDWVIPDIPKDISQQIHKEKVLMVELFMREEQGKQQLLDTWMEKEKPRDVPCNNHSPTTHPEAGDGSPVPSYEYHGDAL
DYRK1A inh: rat Dyrk1A kinase inhibitors, primary screen, biochemical, single point, plate reader; Dual specificity tyrosine-phosphorylation-regulated kinase 1A (Rattus norvegicus), Q63470; ADP-Glo luminescence, NFATc1 peptide; inhibition, % at 12.5 µM; 310,000 compounds, 0.43% hits; in the data active = inhibition above about 50%;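 note: plate controls were vehicle with enzyme for no effect and no enzyme for full effect; many of its hits are not listed in these tables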
KCNQ1 pot: potentiators or activators of KCNQ1 channel, primary screen, cell-based, thallium flux, high-throughput. 310,000 compounds, 0.35% hits. B-score at 10 µM. CHO-K1 KCNQ1, thallium flux FluxOR fluorescence; hits give high values. Potassium voltage-gated channel subfamily KQT member 1 (Homo sapiens), P51787;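 active = fluorescence ratio B-score, a plate-corrected score, at least three library SD, with initial intensity B-score within 5 SD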
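Schedule – 37 °C overnight plating, 90-min dark dye load, 20-min compound pretreatment · System – stable KCNQ1 CHO-K1 line · Probe or stimulus – thallium- and potassium-containing depolarizing buffer · Measured by – kinetic FluxOR fluorescence, 10 s baseline plus 110 s post-stimulus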
TRPC4 act: activators of mouse TRPC4 channel, primary screen, Fluo4 calcium, HEK293 TRPC4beta/mu-opioid cells. Short transient receptor potential channel 4 (Mus musculus), Q9QUQ5. Fluo4 calcium fluorescence; hits give high values. B-score at 10 µM. 310,000 compounds, 0.49% hits;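 active = B-score above 5 SD of library B-scores, and initial fluorescence ratio not above library mean plus 5 SD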;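 note: positive B-score marks a calcium rise read as TRPC4 activation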
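Assay system: HEK293 cells stably co-expressing mouse TRPC4beta and mu-opioid receptor / Timing: Fluo4 dye loading 45 min at room temperature, 110 s recording / Signal: Fluo4 calcium-sensitive dye fluorescence, kinetic, 1 Hz baseline / Read-out: integrated baseline-normalised fluorescence ratio, converted to per-well B score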
KCNQ1 block: inhibitors of human KCNQ1 channel, primary screen, cell-based, thallium flux, high-throughput | Potassium voltage-gated channel subfamily KQT member 1 (Homo sapiens), P51787 | CHO-K1 KCNQ1, FluxOR thallium flux fluorescence; hits give high values | B-score at 10 µM | 310,000 compounds, 1.3% hits | AID 2642, 2010;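 active = compounds whose thallium flux B-score, printed positive for inhibition, exceeds three library SD while starting fluorescence stays within three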;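 note: channel opened by potassium depolarization with thallium stimulus after 20 min compound exposure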
TMEM16A inh: TMEM16A chloride channel inhibitors, primary screen, cell-based, HTS | Anoctamin-1 (Mus musculus), Q8BHY3 | HEK293 TMEM16A/YFP iodide influx fluorescence, ionomycin | AID 588511, 2011 | normalized B-score (activity score, 25-100; higher = stronger inhibition) at 10 µM | 310,000 compounds, 1.2% hits;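 active = ratio plate-corrected score three or more library SD toward inhibition, starting fluorescence score within five deviations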;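 note: score derived from kinetic fluorescence span divided by baseline fluorescence per well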
Starred values were filed as active, the others as inactive; i = inactive; . = no result given. These rows are one share of the data; the hit share may differ from the screen's.

Under each structure – TRPC4 PAM	HDAC3 inhib	KCNK9 inh	hERG rescue	KCNK3 inh	ANO1 activ	DYRK1A inh	KCNQ1 pot	TRPC4 act	KCNQ1 block	TMEM16A inh
Cc1ccc(-c2nnn(CC(=O)N(c3cccc(F)c3)C(C(=O)NC3CCCC3)c3ccco3)n2)o1 (stereo not given)
→ i	-7	i	-6	i	i	6	i	i	i	i
COC(=O)Cn1c(=O)c2c(nc3n2CCCN3Cc2ccccc2)n(C)c1=O
→ i	2	i	-2	i	i	1	i	i	i	i
O=C(Cc1ccc([N+](=O)[O-])cc1)NCc1ccccn1
→ i	-2	i	-15	i	i	1	i	i	i	i
CN1CCC(=NNC(=O)c2ccc(N(Cc3ccccc3Cl)S(C)(=O)=O)cc2)CC1
→ i	-1	i	-6	i	i	-3	i	i	i	i
Cc1cccc(NC(=S)N2CCCC2)c1
→ i	-7	i	-8	i	i	-3	i	i	i	i
Nc1nc(SCC(=O)NC2CCCCC2)[nH]c(=O)c1-c1ccccc1
→ i	-3	i	-12	i	i	-4	i	i	i	i
N/C(=N\c1nc2c(c(=O)[nH]1)CCC2)Nc1ccccc1C(F)(F)F
→ i	0	i	-2	i	i	5	i	i	i	i
COc1ccc(Nc2oc(-c3cccs3)nc2C#N)cc1
→ i	-3	i	-4	i	i	6	i	i	i	i
COc1ccc(NC(=O)Cn2c(=O)n(CCC(=O)NCC3CCCO3)c(=O)c3cc(OC)c(OC)cc32)cc1 (stereo not given)
→ i	8	i	-12	i	i	0	i	i	i	i
CCOC(=O)N1CCN(CCC(=O)Nc2cc(C)ccc2C)CC1
→ i	1	i	-7	i	i	-3	i	i	i	i
CCOC(=O)C1CCN(C(=O)Cn2c(=O)oc3cc(S(=O)(=O)N4CCCC4)ccc32)CC1
→ i	7	i	-4	i	i	-3	i	i	i	i
O=C(NC(Cc1ccccc1)C(=O)O)c1ccco1 (stereo not given)
→ i	-2	i	-3	i	i	2	i	i	i	i
Cc1sc(N/N=C/c2cc([N+](=O)[O-])ccc2O)nc1-c1ccccc1
→ i	-7	i	-9	i	i	0	i	i	i	i
CC(OC(=O)c1ccc2ccccc2n1)C(=O)c1ccccc1 (stereo not given)
→ i	-7	i	-11	i	i	-4	i	i	i	i
CC(=O)NC(c1ccc(C(C)C)cc1)c1ccc2cccnc2c1O (stereo not given)
→ i	-3	i	3	i	i	-4	i	i	i	i
Cc1ccc(Nc2cc(C)nc(N3CCOCC3)n2)c(C)c1
→ i	-3	i	-1	i	i	-7	i	i	i	i
Cn1c(=O)n(CC(=O)N2CCOCC2)c2ccccc21
→ i	7	i	-5	i	i	3	i	i	i	i
CCc1c(C)sc(NC(=O)c2cc(-c3ccco3)on2)c1C#N
→ i	4	i	-10	i	i	-9	i	i	i	i
CC1CC(C)CN(CC(O)COC2CC(C)CC(C)(C)C2)C1 (stereo not given)
→ i	-5	i	-5	i	i	6	i	i	i	i
COc1ccc(-n2nc3c(c2NC(=O)CC(C)C)CS(=O)C3)cc1 (stereo not given)
→ i	6	i	-6	i	i	.	i	i	i	i
O=C(c1ccco1)N1CCN(Cc2nnnn2CC2CCCO2)CC1 (stereo not given)
→ i	-1	i	-3	i	i	-3	i	i	i	i
COc1cccc(CNC(=O)C2CCN(S(=O)(=O)c3cccc4nonc34)CC2)c1
→ i	-1	i	-5	i	i	-1	i	i	i	i
CCCNc1[nH]c(=O)n(C)c(=O)c1N=O
→ i	6	i	-4	i	i	-2	i	i	i	i
CCOc1ccc(N/C=C/C(=O)c2ccc(OC)cc2)c([N+](=O)[O-])c1
→ i	6	i	0	i	i	3	i	i	i	i
CCN(CC)S(=O)(=O)c1cccc(NC(=O)CCSc2ccc(Cl)cc2)c1
→ i	16	i	-11	i	i	-1	i	i	i	i
COc1ccc(-c2c(-c3ccc(O)cc3O)n[nH]c2C)cc1OC
→ i	-10	i	-15	i	i	13	i	i	i	i
Cc1ccccc1-n1nnnc1-c1ccccc1
→ i	2	i	-9	i	i	-5	i	i	i	i
CCCCOP(=O)(c1ccc(N(C)C)cc1)C(O)c1ccc(C(C)C)cc1 (stereo not given)
→ i	7	i	-8	i	i	5	i	i	i	i
CCc1nc(SCC(=O)Nc2cc(C)on2)c2c(C)c(C)sc2n1
→ i	0	i	-8	i	i	-6	i	i	i	i
C=CCSc1nnc(CCCCCN2C(=O)c3cccc4cccc(c34)C2=O)o1
→ i	1	i	-10	i	i	-2	i	i	i	i
Cc1ccc2c(c1)N(CC(=O)c1cccc(Cl)c1)C(=O)C(C)O2 (stereo not given)
→ i	16	i	-6	i	i	-10	i	i	i	i
Cc1ccc(NCC(=O)N=Nc2c(O)n(C)c3ccccc23)cc1
→ i	4	i	-20	i	i	4	i	i	i	i
Brc1ccc(-c2nnc3c4ccccc4nc(N4CCOCC4)n23)cc1
→ i	-6	i	-11	i	i	-8	i	i	i	i
COc1cccc(NC(=O)C2CCN(S(=O)(=O)c3ccc4c(c3)OCCO4)CC2)c1
→ i	3	i	-13	i	i	1	i	i	i	i
Cc1ccc(N(C(=O)c2ccc3c(c2)OCO3)C2C=CS(=O)(=O)C2)cc1 (stereo not given)
→ i	3	i	-5	i	i	-1	i	i	i	i
CCOC(=O)Cc1csc(NC(=O)COc2ccc(OC)cc2)n1
→ i	-1	i	-6	i	i	0	i	i	i	i
CCc1ccc(NC(=O)C/C(C)=N/NC(=O)OCc2ccc(OC)cc2)cc1
→ i	4	i	-11	i	i	-5	i	i	i	i
CCN(CC)CCn1c(=S)[nH]c2cc(C(=O)NCc3ccc(C)cc3)ccc2c1=O
→ i	4	i	-6	i	i	0	i	i	i	i
COc1ccc(NC(=O)c2ccco2)cc1N
→ i	6	i	-15	i	i	0	i	i	i	i
O=C(/C=C/c1ccc(OCCCF)cc1)N1CCOCC1
→ i	10	i	-3	i	i	-2	i	i	i	i
CCCCCC(=O)NC(=S)Nc1ccc(N2CCCCC2)c(Cl)c1
→ i	-9	i	-8	i	i	8	i	i	i	i
COc1ccccc1/C=N/NC(=O)CNC(=O)c1ccc(S(=O)(=O)N2CCCC2)cc1
→ i	-2	i	-7	i	i	0	i	i	i	i
COc1ccc2oc(C(=O)OCC(=O)N(C)CC(=O)Nc3ccc(F)cc3)c(C)c2c1
→ i	-3	i	-8	i	i	17	i	i	i	i
O=C(c1ccccc1)C1CN(Cc2ccccc2)CCC1(O)c1ccccc1 (stereo not given)
→ i	5	i	-14	i	i	-4	i	i	i	i
Cc1cccc(C)c1Oc1nc(-c2ccccc2)ncc1S(=O)(=O)c1ccccc1
→ i	-2	i	-8	i	i	-5	i	i	i	i
c1ccc2c(c1)[nH]c1c(N3CCSCC3)ncnc12
→ .	-5	.	.	-9.7*	i	32	.	.	.	25*
O=C(O)CN(c1ccccc1F)S(=O)(=O)c1ccccc1
→ i	-1	i	-11	i	i	2	i	i	i	i
Cc1cc(C(F)(F)F)nn2cnnc12
→ i	7	i	-17	i	i	0	i	i	i	i
Nc1nc(SCC(=O)Nc2cccnc2Cl)n[nH]1
→ i	8	i	-7	i	i	2	i	i	i	i
COc1ccccc1-c1cc(C(F)(F)F)nc(S(=O)(=O)CCCC(=O)NCc2ccc(F)cc2)n1
→ i	-7	i	-15	i	i	-1	i	i	i	i
C(#Cc1ccccc1)C[N+]1(CC#Cc2cccc3ccccc23)CCOCC1
→ i	.	i	-21	i	i	-4	i	i	i	.
O=C(O)c1ccc2c(c1)OCCCO2
→ i	-10	i	-11	i	i	-3	i	i	i	i
CN(C(=O)CCc1nnc(-c2ccc(-c3ccccc3)cc2)o1)C1CCOCC1
→ i	1	i	-16	i	i	1	i	i	i	i
Cc1ccc(NC(=O)c2sc3ncn(CC(=O)N4CCN(c5ccccn5)CC4)c(=O)c3c2C)cc1F
→ i	4	i	-5	i	i	2	i	i	i	i
COC(=O)C(NS(=O)(=O)c1ccccc1Cl)c1ccccc1 (stereo not given)
→ i	-5	i	-5	i	i	-3	i	i	i	i
CC(=O)Nc1ccc(NC(=O)C2CC(=O)N(c3ccc(Cl)cc3)C2)cc1 (stereo not given)
→ i	3	i	-1	i	i	2	i	i	i	i
COC(=O)C(C)Sc1nnc(Cc2cc(=O)[nH]c(=O)[nH]2)n1-c1ccc(Cl)cc1 (stereo not given)
→ i	5	i	-5	i	i	-9	i	i	i	i

Entries of single compounds, looked up by structure.
Profile of `COc1ccc2oc(C(=O)OCC(=O)N(C)CC(=O)Nc3ccc(F)cc3)c(C)c2c1` = TRPC4 PAM: i; HDAC3 inhib: -3; KCNK9 inh: i; hERG rescue: -8; KCNK3 inh: i; ANO1 activ: i; DYRK1A inh: 17; KCNQ1 pot: i; TRPC4 act: i; KCNQ1 block: i; TMEM16A inh: i
Profile of `CCCCCC(=O)NC(=S)Nc1ccc(N2CCCCC2)c(Cl)c1` = TRPC4 PAM: i; HDAC3 inhib: -9; KCNK9 inh: i; hERG rescue: -8; KCNK3 inh: i; ANO1 activ: i; DYRK1A inh: 8; KCNQ1 pot: i; TRPC4 act: i; KCNQ1 block: i; TMEM16A inh: i

Source: PubChem BioAssay
